KB-3-1 cytotox = kills parental KB-3-1 adenocarcinoma cells. actives 1.4% (n = 400,000). KB-3-1 viability, CellTiter-Glo ATP luminescence, 72 h. AID 1347075. Potency, µM (series often up to 46.1 µM), for the others: at the highest dose activity change, negative = cytotoxic, usual class: cytotoxic; note: potency is the fitted concentration of half-maximal effect; % is set by controls: 0 for no effect and ±100 for the full control effect; nearly all actives have a fitted effect of over 60% in size
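Using CellTiter-Glo luminescence, growth of non-resistant KB-3-1 adenocarcinoma cells is assessed 72 h after pin-tool compound addition at 37 °C. Normalized responses across the concentration series yield fitted curves.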
HT1080 IDH1KD tx = kills HT-1080 cells with IDH1 knockdown. HT-1080 IDH1 knockdown viability, ATP luminescence, 48 h. AID 686971. Potency, µM (series often up to 46.1 µM), inactives show at the top dose activity, negative = toxicity, usual class: cytotoxic. actives 2% (n = 360,000);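 note: potency is the fitted concentration of half-maximal effect; 0% = DMSO wells and -100% = cell-free medium wells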
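Luminescent ATP read-out (CellTiter-Glo, 10 min at room temperature) after 48 h compound exposure at 37 °C gave viability of IDH1-knockdown HT-1080 cells. Activity was normalised to DMSO and cell-free wells, then fitted as concentration-response curves.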
HEK293 tox = cytotoxicity in counter-screen for GLP-1R inverse agonists. Potency, µM (titrated, usually from 38.3 µM), inactives show top-dose activity change, negative = inhibition, hits mostly inhibitors. actives 0.13% (n = 410,000). HEK293 cAMP-luciferase reporter cells, luminescence, 24 h;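 note: loss of luciferase light is scored as toxicity; potency is the fitted concentration of half-maximal effect; % is set by controls: 0 for no effect and ±100 for the full control effect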
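Seeding density was 200 cells/uL; after overnight-length (12 h) culture, 23 nL compounds went on for 24 h at 37 °C. Readout used a luciferase detection reagent, luminescence taken after 12 min at room temperature.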
IL-1B inflam inh = inhibitors of inflammasome signaling (IL-1 beta secretion). actives 4.7% (n = 360,000). activity change, % at 57.5 µM. AID 743279. THP-1 LPS/ATP IL-1B secretion, AlphaLISA, 16 h; hits give low values; in the data active = activity change below about -50%; inconclusive = mostly about -30% to -49%; note: % is set by controls: 0 for no effect and ±100 for the full control effect
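Secreted IL-1B measured by AlphaLISA bead assay after 16 h compound exposure of THP-1 cells; compounds (final up to 57.5 uM) added 1 h before LPS (250 ng/mL) and ATP (1.25 mM) stimulation; lower signal means less secretion.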
SW480 rereplic = inducers of DNA re-replication in SW480 colon cancer cells | SW480 DNA re-replication, Hoechst DNA content imaging, 48 h | actives 1.8% (n = 340,000) | Potency, µM (titrated, usually from 46.1 µM), without a hit: at the top dose re-replication activation, most hits filed as activators; note: potency is the fitted concentration of half-maximal effect; % of control where 0% means no effect; nearly all actives have a fitted effect of over 55% in size
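Cells (250 per well) received 23 nL compound or DMSO by pin tool and were kept 48 hr at 37 C, 5% CO2. Nuclei were then stained with Hoechst for 40 min and scanned for DNA content.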
D3 ag = agonists of human D3 dopamine receptor. P35462. D3R DiscoveRx beta-arrestin cells, luminescence, 90 min. max activation, %. actives 0.58% (n = 410,000). AID 652048; in the data active = max activation above about 30%; note: 0% is about no effect; mostly tested at two doses, the higher about 12 µM
Target sequence (P35462 whole entry, looked up): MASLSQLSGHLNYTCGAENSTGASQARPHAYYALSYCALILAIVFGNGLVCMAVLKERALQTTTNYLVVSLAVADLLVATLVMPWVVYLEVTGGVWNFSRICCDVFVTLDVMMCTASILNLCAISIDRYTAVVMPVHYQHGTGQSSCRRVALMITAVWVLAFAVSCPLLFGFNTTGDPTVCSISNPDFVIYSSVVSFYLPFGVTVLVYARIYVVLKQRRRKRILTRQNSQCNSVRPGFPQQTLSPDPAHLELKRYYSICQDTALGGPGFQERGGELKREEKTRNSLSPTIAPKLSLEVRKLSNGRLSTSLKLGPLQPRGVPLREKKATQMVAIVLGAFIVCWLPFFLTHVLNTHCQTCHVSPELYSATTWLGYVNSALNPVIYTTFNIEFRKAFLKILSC
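Agonist-mode cell screen: cells plated at 1500/well and incubated overnight at 37 °C, then exposed to library compounds for 90 min at 37 °C. Detection reagent was added for 30–60 min at room temperature, and luminescence was read.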
HT1080-NT tox = kills 2HG-producing HT-1080-NT fibrosarcoma cells; AID 686970; Potency, µM (doses to about 46.1 µM), inactives show at the highest dose activity, negative = less viability, usual class: cytotoxic; HT-1080-NT fibrosarcoma viability, CellTiter-Glo ATP luminescence, 48 h; actives 1.6% (n = 360,000);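 note: NT is the 2HG producing partner of a matched IDH1 knockdown line; potency is the fitted concentration of half-maximal effect; 0% = DMSO-treated cells and -100% = media-only wells without cells; nearly all actives have a fitted effect of over 55% in size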
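Toxicity toward the 2HG-producing NT line was scored as %Activity, normalised to DMSO and no-cell wells, from CellTiter-Glo luminescence after 48 hours' treatment.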
KB-V1 cytotox = KB-V1 MDR subline cytotoxicity. KB-V1 MDR cells viability, CellTiter-Glo, 72 h. Potency, µM (series often up to 46.1 µM), for inactives: at the top dose activity change, negative = cytotoxicity, most hits filed as cytotoxic. AID 1347076. actives 3.4% (n = 400,000); note: potency is the fitted concentration of half-maximal effect; % is set by controls: 0 for no effect and ±100 for the full control effect; nearly all actives have a fitted effect of over 60% in size
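Potencies derive from concentration-effect curves fitted to normalized luminescence (CellTiter-Glo) of KB-V1 cells treated for 72 h at 37 degrees C in phenol-red-free DMEM containing 10% FBS.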
MCF10A rerep = inducers of DNA re-replication in MCF 10A breast cells | AID 624296 | Potency, µM (titrated, usually from 46.1 µM), without a hit: at the highest dose activity, positive = re-replication, usual class: activators | actives 2.9% (n = 350,000) | MCF 10A DNA re-replication, Hoechst nuclear intensity, 48 h; note: potency is the fitted concentration of half-maximal effect; % of control where 0% means no effect; nearly all actives have a fitted effect of over 50% in size
An asterisk follows results filed as active; ? = inconclusive; · = not tested or not shown; [ ] = another dose, or the depositor's remark. Unless noted, calls come from the whole dose curve; as a rule, active = well fitted curve in the direction sought with a large enough effect; inconclusive = small, poorly fitted or top-dose-only effect, or another doubt; inactive = no such curve, though single readings can be large; an effect the other way counts as inactive or inconclusive.

No.	structure	D3 ag	HEK293 tox	HT1080 IDH1KD tx	KB-V1 cytotox	HT1080-NT tox	MCF10A rerep	KB-3-1 cytotox	IL-1B inflam inh	SW480 rereplic
1	COc1ccc(OC)c(CNC(=O)c2ccc(C)c(NC(=O)C3=C(C)OCCS3)c2)c1	2	-6%	-6%	-19%	-14%	1%	10%	10	0%
2	Cc1ccccc1OCCCSc1nc2ccccc2[nH]1	3	6%[1.53 µM]	-24%	12µM*	-19%	?	?	-81*	4%
3	Cc1ccc2[nH]c3c(c2c1)CCC3=O	1	4%	-15%	?	0%	-7%	-27%	14	-10%
4	Cc1ccc(CNC(=O)c2cc(-c3ccc(C)cc3)nc3n[nH]c(-c4ccc(F)cc4)c23)cc1	6	8%	·	?	·	·	21%	·	·
5	COc1ccc(C(=O)Nc2ccccc2C(=O)NCCCn2ccnc2)cc1	6	17%	-1%[9.24 µM]	-30%	11%	15%	18%	-15	-9%
6	Cc1cccc(NC(=O)c2sc(NC(=O)COc3ccccc3)c(C#N)c2C)c1C	2	3%	20%	-8%	15%	-10%	-6%	15	-4%
7	COc1ccc(C(=O)Nc2c(Cl)cc(Cl)cc2C(=O)NCc2ccco2)cc1	9	8%	-1%	7.3µM*	7%	7%	2%	10	3%
8	COc1ccc(S(=O)(=O)N2CCC(C(=O)NCCN3CCOCC3)CC2)cc1OC	15	2%	13%	15%	10%	-5%	9%	14	-15%
9	O=C(CC(C(=O)O)c1ccccc1)c1cccs1 (stereo not drawn)	7	6%	0%	15%	-3%	0%	5%	23	-9%
10	O=C(/C=C/c1cccs1)NNC(=O)c1cccc([N+](=O)[O-])c1	-20	-1%	-7%	5%	-9%	2%	-14%	-15	-4%
11	CCOP(=O)(OCC)C(Nc1ccc(OC)cc1)c1ccco1 (stereo not drawn)	-1	10%	2%	-5%	1%	-17%	-8%	-2	-7%
12	Cc1nnsc1C(=O)N(Cc1ccccc1)C(C)C	3	2%	0%	0%	-7%	3%	-1%	-8	6%
13	O=C1C=C(c2ccc(Cl)c(C(F)(F)F)c2)C[C@@H](c2ccc(F)cc2)C1	-2	1%	-11%	-17%	-4%	15%	?	-25	6%
14	O=C1CC[C@@]23CCCN2C(=O)CCCC3C1 (stereo partly drawn)	12	6%	-1%	0%	-3%	16%	0%	24	-2%
15	Cc1ccc(/C=N/N=C2/NC(=O)C(CC(=O)Nc3ccccc3)S2)o1 (stereo not drawn)	2	5%	2%	-2%	-1%	?	16%	-11	7%
16	Cc1cccc(C(=O)N[C@H](C(=O)OCC(=O)NC(=O)c2cccn2C)C(C)C)c1	-8	-1%	-3%	3%	-11%	-1%	1%	20	4%

Sorted by molar mass (low to high): part of the list above
No.	structure	D3 ag	HEK293 tox	HT1080 IDH1KD tx	KB-V1 cytotox	HT1080-NT tox	MCF10A rerep	KB-3-1 cytotox	IL-1B inflam inh	SW480 rereplic
14	O=C1CC[C@@]23CCCN2C(=O)CCCC3C1 (stereo partly drawn)	12	6%	-1%	0%	-3%	16%	0%	24	-2%
9	O=C(CC(C(=O)O)c1ccccc1)c1cccs1 (stereo not drawn)	7	6%	0%	15%	-3%	0%	5%	23	-9%
13	O=C1C=C(c2ccc(Cl)c(C(F)(F)F)c2)C[C@@H](c2ccc(F)cc2)C1	-2	1%	-11%	-17%	-4%	15%	?	-25	6%

Single records, from the list above. Values in the order: D3 ag	HEK293 tox	HT1080 IDH1KD tx	KB-V1 cytotox	HT1080-NT tox	MCF10A rerep	KB-3-1 cytotox	IL-1B inflam inh	SW480 rereplic
CCOP(=O)(OCC)C(Nc1ccc(OC)cc1)c1ccco1 (stereo not drawn) is entered as -1	10%	2%	-5%	1%	-17%	-8%	-2	-7%
O=C(/C=C/c1cccs1)NNC(=O)c1cccc([N+](=O)[O-])c1 is entered as -20	-1%	-7%	5%	-9%	2%	-14%	-15	-4%
Cc1nnsc1C(=O)N(Cc1ccccc1)C(C)C is entered as 3	2%	0%	0%	-7%	3%	-1%	-8	6%
O=C1C=C(c2ccc(Cl)c(C(F)(F)F)c2)C[C@@H](c2ccc(F)cc2)C1 is entered as -2	1%	-11%	-17%	-4%	15%	?	-25	6%
O=C(CC(C(=O)O)c1ccccc1)c1cccs1 (stereo not drawn) is entered as 7	6%	0%	15%	-3%	0%	5%	23	-9%

The list continues:
No.	structure	D3 ag	HEK293 tox	HT1080 IDH1KD tx	KB-V1 cytotox	HT1080-NT tox	MCF10A rerep	KB-3-1 cytotox	IL-1B inflam inh	SW480 rereplic
17	CCc1nc2c(OCc3ccc4c(c3)OCO4)cccn2c1N(C=O)Cc1ccc(OC)cc1	14	5%	-4%	-9%	?	·	0%	-6	·
18	O=C(Cc1ccccc1)Nc1nc(-c2cccc([N+](=O)[O-])c2)cs1	-2	-7%	23%	16%	25%	-4%	17%	-14	-4%
19	Cc1ccc(NC(=O)CSc2nc3ccccc3c(=O)n2CCC(=O)NC2CCCCC2)cc1C	-13	16%	·	18%	·	·	3%	·	·
20	Cc1ccccc1NC(=O)CSc1ncc2c(n1)-c1ccccc1N(C)S2(=O)=O	-6	7%	·	6%	·	·	?	·	·
21	CCCC(=O)NC(C)c1nc2ccccc2n1C(C)C (stereo not drawn)	-3	-2%	-6%	10%	7%	-1%	6%	19	-4%
22	CN(CCO)c1ccc(/C=N/Nc2nncc3ccccc23)cc1	0	4%	0%	-5%	-4%	-2%	-7%	?	-10%
23	CCOc1ccccc1NC(=O)C(NCC1(N2CCCCC2)CCCCC1)c1ccccc1 (stereo not drawn)	-7	?	-6%	10%	-11%	?	-23%	?	?
24	Cc1ccc(S(=O)(=O)c2nnn3c2nc(N2CCN(c4ccccn4)CC2)c2ccccc23)cc1C	16	-1%	6%	-12%	13%	4%	17%	-24	-6%
25	COc1cc2c(cc1OC)C(c1ccccc1)N(S(C)(=O)=O)CC2 (stereo not drawn)	-2	-4%	10%	0%	6%	-11%	11%	-11	?
26	CCCCc1nnc(SCc2ccc(OCC)cc2)n1N	-4	6%	4%	0%	22%	2%	5%	-10	-1%
27	CCOc1ccc(-c2c(C(=O)N/N=C/c3ccc(OC)cc3)nnn2-c2nonc2N)cc1	11	-2%	5%	0%	16%	1%	25%	10	0%
28	Cc1ccc(S(=O)(=O)NC2=NCN(CCOC(=O)c3ccc([N+](=O)[O-])cc3)CN2)cc1	19	-10%	6%	14%	10%[9.24 µM]	0%	2%	64	-1%
29	Cc1cc2n(n1)CCCN2C(=O)Nc1ccccc1F	4	-1%	·	?	·	·	-12%	·	·
30	CCOC(=O)N1CCN(C(=O)Cn2ncn3nc(-c4cccs4)cc3c2=O)CC1	-10	15%	-9%	-12%	-1%	2%	4%	-15	-3%
31	Cc1ccccc1C(=O)O/N=C(\c1ccccc1)c1ccccn1	10	24%	15%	-20%	2%	-14%	7%	10	5%
32	Cc1nc(N2CCOCC2)nc(N2CCC(C)CC2)c1[N+](=O)[O-]	1	-2%	-16%	-21%	-13%	2%	3%	-9	-9%
33	CCn1c2ccccc2c2nnc(SCC(=O)NCCOC)nc21	1	8%	-3%	8%	11%	0%	0%	-15	-4%
34	CCC(C)Cn1c(S(=O)(=O)O)nc2ccccc21 (stereo not drawn)	7	1%	14%	9%	22%	1%	-3%	20	0%
35	CCOC(=O)/C=C1\NC2(CCCCC2)Cc2cc(OC)c(OC)cc21	11	33%[activator]	0%	10%	0%	-14%	-1%	19	8%
36	CC(C)[Si]1(C(C)C)OCC2OC(n3cnc4c(N)ncnc43)C(N)C2O[Si](C(C)C)(C(C)C)O1 (stereo not drawn)	1	?	?	-17%	-18%	13µM*	-17%	?	?
37	CCn1nc(C)c(NC(=O)c2ccc(Br)o2)c1C	-17	5%	10%	-2%	3%	2%	0%	-5	-226%[inhibitor]
38	C/C(=N/NC(=O)c1ccoc1C)c1cccc(NC(=O)C2CC2)c1	3	7%	3%	0%	10%	1%	-1%	-2	4%
39	COc1ccc(S(=O)(=O)N(CC(=O)Nc2cccc(C(F)(F)F)c2)c2ccc(C)cc2)cc1	-15	-3%	·	0%	·	·	?	·	·
40	CC(O)C(O)C(O)C(O)/C=N/NC(=O)c1ccccc1 (stereo not drawn)	2	18%	11%	2%	13%	-5%	10%	6	-4%
41	Cc1cc(N2CCN(C(=O)Oc3ccc([N+](=O)[O-])cc3)CC2)c2ccccc2n1	1	-3%	?	0%	?	·	6%	0	·
42	COc1ccc(CNc2nnnn2C)c(OC)c1	0	1%	9%	0%	24%	-3%	6%	11	1%
43	CCOc1ccc(C(=O)NCC(c2ccc3c(c2)OCO3)N2CCN(c3ccc(F)cc3)CC2)cc1 (stereo not drawn)	-22	6%	·	4%	·	·	-1%	·	·
44	CSCCOC(=O)C1=C(C)NC(=O)CC1c1ccccc1Cl (stereo not drawn)	-4	-19%	-2%	-8%	-4%	10%	?	0	-7%
45	CCCCN(CCCC)CC(O)COc1ccc(Br)cc1 (stereo not drawn)	-17	1%	-13%	-28%	-8%	4%	7%	-67*	-3%
46	Cc1ccc(NS(=O)(=O)c2cc(N)ccc2Cl)c(C)c1	8	-2%	-26%	2%	-18%	6%	-3%	11	1%
47	CN(CC(=O)NCCc1ccc(F)cc1)Cc1cccs1	-3	3%	5%	-19%	2%	5%	0%	0	-8%
48	COc1ccc(C2=CSC3=NCCN23)cc1Cl	-13	-10%	-11%	-6%	-15%	?	-2%	?	-3%[1.84 µM]
49	Cc1cc(NC(=O)CSc2ncnc3ccccc23)no1	-3	28%	-1%	10%	19%	2%	28%	-13	-3%
50	O=C(NCCCn1ccnc1)c1cc(-c2ccccc2)on1	-5	4%	-21%	?	?	5%	0%	66	7.3µM*
51	COc1ccc(-c2nc(CS(=O)CC(=O)NCCc3ccccc3)c(C)o2)cc1OC (stereo not drawn)	-5	4%	·	2%	·	·	2%	·	·
